DT40 TDP1 CPT = growth inhibition of DT40 Tdp1-/-;hTDP1 cells with camptothecin (screen for TDP1 inhibitors); chicken DT40 Tdp1-/-;hTDP1 cells + 20 nM CPT, ATP luminescence, 48 h; Potency, µM (titrated, usually from 46.2 µM), without a hit: top-dose activity change, negative = growth inhibition, usual class: inhibitors; 420,000 compounds, 12% hits; also: nearly all actives have a fitted effect of over 55% in size
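Cell growth measured by CellTiter-Glo luminescence after a minimum 48 h, 37 C compound exposure with 20 nM CPT in Tdp1-knockout DT40 cells stably expressing hTDP1, seeded 400/well; qHTS titration format.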
DT40 TDP1 no CPT = qHTS for Inhibitors of human tyrosyl-DNA phosphodiesterase 1 (TDP1): qHTS in cells in absence of CPT; Potency, µM (top dose mostly 46.2 µM), for inactives: top-dose activity change, negative = growth inhibition, usual class: inhibitors; 420,000 compounds, 15% hits; DT40 Tdp1-/- hTDP1 cells, no CPT, ATP luminescence, 48 h; AID 686978, 2013; also: nearly all actives have a fitted effect of over 55% in size
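Chicken DT40 Tdp1-/- cells complemented with human TDP1, screened without camptothecin (DMSO vehicle only), 400 cells/well. Compounds pin-transferred, cells incubated at 37 °C for at least 48 hr. Growth read as ATP-dependent luminescence (CellTiter-Glo, 30 min at RT).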
TDP1 block = TDP1 (human) enzyme inhibition; Q9NUW8; 350,000 compounds, 0.28% hits; recombinant TDP1, AlphaScreen DNA substrate cleavage; Potency, µM (doses to about 130 µM), without a hit: at the top dose activity change, negative = inhibition, usual class: inhibitors; also: nearly all actives have a fitted effect of over 40% in size
Target sequence (Q9NUW8 whole entry, looked up): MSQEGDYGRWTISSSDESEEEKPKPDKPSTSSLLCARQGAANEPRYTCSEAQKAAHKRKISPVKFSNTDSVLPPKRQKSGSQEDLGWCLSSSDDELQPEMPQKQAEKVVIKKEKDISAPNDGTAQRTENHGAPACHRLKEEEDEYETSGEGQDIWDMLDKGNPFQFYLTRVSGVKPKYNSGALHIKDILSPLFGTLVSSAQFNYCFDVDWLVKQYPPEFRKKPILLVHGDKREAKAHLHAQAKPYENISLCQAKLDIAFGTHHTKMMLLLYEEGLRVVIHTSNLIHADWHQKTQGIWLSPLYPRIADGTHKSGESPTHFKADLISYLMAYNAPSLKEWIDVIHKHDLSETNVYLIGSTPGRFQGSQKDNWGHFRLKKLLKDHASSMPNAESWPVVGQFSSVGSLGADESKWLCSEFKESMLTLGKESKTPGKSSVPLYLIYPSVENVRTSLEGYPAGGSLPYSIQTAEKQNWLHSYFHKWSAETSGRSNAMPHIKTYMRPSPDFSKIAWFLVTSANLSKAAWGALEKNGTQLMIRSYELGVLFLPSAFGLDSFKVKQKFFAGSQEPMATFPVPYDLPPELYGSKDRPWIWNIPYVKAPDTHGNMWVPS
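Tdp1 1 nM final; 15 min RT w/ cpd; substrate 15 nM, 5 min; beads 10 ug/ml, 10 min; AlphaScreen read. Neg ctrl: no enzyme.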
Starred values were filed as active, the others as inactive; ? = inconclusive; nt = no result given; & = joins results of further samples; [ ] = remark or other dose. Calls follow the shape of the dose curve; as a rule, active = well fitted curve in the direction sought with a large enough effect; inconclusive = small, poorly fitted or top-dose-only effect, or another doubt; inactive = no such curve, though single readings can be large; an effect the other way counts as inactive or inconclusive. % is scaled to controls: 0 for no effect and ±100 for the full control effect; potency is read from the fitted curve at half-maximal effect.

| Molecule | TDP1 block | DT40 TDP1 CPT | DT40 TDP1 no CPT |
| --- | --- | --- | --- |
| O=C(Nc1ccc2nn(-c3ccc(F)cc3)nc2c1)c1cccc2c(Cl)cccc12 | -2% | 10µM* | 21µM* |
| CCCCNC(=O)c1cc2nc(-c3ccccc3)cc(C(F)(F)F)n2n1 | nt | -20% | ? |
| CCCn1c(SC(C)C(=O)NC2CC2)nnc1-c1ccncc1 (centres undefined) | 0% | -11% | 18% |
| COc1ccc2cc(C#CC3=CC(=O)C[C@H](c4ccc(F)cc4)C3)ccc2c1 | nt | ? | ? |
| O=C1c2ccccc2C(=O)C1C(=O)C1CC1 | nt | -101% | ? |
| COc1ccc2c(c1OC)C(=O)OC2Nc1nc(-c2cc3cc(Br)ccc3oc2=O)cs1 (centres undefined) | nt | ? | ? |
| O=C(COc1ccc(Br)cc1)NCCCN1CCCC1=O | 1% | -10% | 24% |
| COc1ccc(C(NC(=O)c2ccco2)c2ccc(OC)c(OC)c2)cc1OC | 8% | -12% | -2% |
| COc1cc(OC)c(C(=O)OCC(=O)Nc2ccccc2Cl)cc1OC | 4% | -11% | -15% |
| O=C(c1cccc(S(=O)(=O)N2CCCCCC2)c1)N1CCN(c2ccccc2)CC1 | 5% | ? | -14% |

Four compounds already listed, ordered by molar mass, falling:
| Molecule | TDP1 block | DT40 TDP1 CPT | DT40 TDP1 no CPT |
| --- | --- | --- | --- |
| O=C(Nc1ccc2nn(-c3ccc(F)cc3)nc2c1)c1cccc2c(Cl)cccc12 | -2% | 10µM* | 21µM* |
| COc1cc(OC)c(C(=O)OCC(=O)Nc2ccccc2Cl)cc1OC | 4% | -11% | -15% |
| COc1ccc2cc(C#CC3=CC(=O)C[C@H](c4ccc(F)cc4)C3)ccc2c1 | nt | ? | ? |
| O=C1c2ccccc2C(=O)C1C(=O)C1CC1 | nt | -101% | ? |

Further results.
| Molecule | TDP1 block | DT40 TDP1 CPT | DT40 TDP1 no CPT |
| --- | --- | --- | --- |
| O=C(CCl)Nc1ccc(S(=O)(=O)Nc2nccs2)cc1 | nt | ? | ? |
| COCCNC(=O)C1(C)CCCN(Cc2cc(-c3ccccc3)nn2C)C1 (centres undefined) | nt | ? | ? |
| N#Cc1nc(-c2ccc(F)cc2)oc1NCc1ccco1 | nt | -20% | ? |
| CCc1cccc(NC(=O)CSc2ncccc2C(=O)Oc2ccccc2Cl)c1 | -3% | -11% | -19% |
| CSCCC(NC(=O)C1CCCCC1)c1nc2ccccc2[nH]1 (centres undefined) | nt | 2% | ? |
| C=CCSc1nnc(-c2sc(-c3ccccc3)nc2C)n1C | 2% | ? | -22% |
| CCCCSC1(SCCCC)N=C(N)C2(C#N)C(c3ccccc3)NC(C)=C(C)C12C#N (centres undefined) | 3% | ? | ? |
| COC(=O)N1CCC[C@@]2(CCN(C(=O)Nc3cccc(C#N)c3)C2)C1 | nt | ? | 0.046µM* |
| Cc1ccc(C2N(c3cccc(Cl)c3)C(=O)N3CCCN23)cc1 (centres undefined) | nt | ? | ? |
| O=C(O)CC/C(=N\Nc1ccc(S(=O)(=O)N2CCCC2)cc1[N+](=O)[O-])c1cccs1 | 8% | -26% | -30% |
| O=[N+]([O-])c1ccc(Cc2ccccn2)c([N+](=O)[O-])c1 | nt | ? | -27% |
| CC(C)Oc1ccc(Br)cc1C(=O)N/N=C/c1c[nH]c2ccccc12 | nt | ? | ? |
| O=c1c2[nH]c3ccc(Cl)cc3c2ncn1CCN1CCCCC1 | nt | ? | ? |
| CCOc1ccc2nc(/N=C/c3c(C)[nH]n(-c4ccccc4)c3=O)sc2c1 | 3% | ? | ? |
| CCOc1ccc(C(=O)N2CCC(C(=O)c3ccc4c(c3)OCCO4)CC2)cc1 | 3% | ? | ? |
| COc1cc(OC)c(OC)cc1CCC(C)NCCC(c1ccccc1)c1ccccc1 (centres undefined) | nt | 6.5µM* | 5.8µM* |
| COc1ccc(NS(=O)(=O)c2cccc(C(=O)N3CCN(C/C=C/c4ccccc4)CC3)c2)cc1 | nt | 23µM* | 16µM* |
| COc1cccc(NC(=O)CN(C)C(C)C(=O)Nc2ccc(S(=O)(=O)N3CCOCC3)cc2)c1 (centres undefined) | 4% | ? | -20% |
| COc1cc(OC)c2c(c1)OC(=O)CC2c1ccc2c(c1)OCO2 (centres undefined) | 0%[56.1 µM] | 0% | 1% |
| COCc1cc(=O)[nH]c(N2CCN(C(=O)c3ccco3)CC2)n1 | nt | 6% | 3% |
| COc1ccc(NC(=O)COC(=O)CNS(=O)(=O)/C=C/c2ccccc2)cc1OC | 2% | 0% | ? |
| COc1cc(OC)c2c(-c3ccccc3)cc(=O)oc2c1C(CCN1CCCC(C)C1)c1ccc(N(C)C)cc1 (centres undefined) | 11% | ? | 21µM* |
| CCOc1cc(C(C(=O)NCC2CCCO2)N(C(=O)Cn2nnc3ccccc32)c2cccc(OC)c2)ccc1O (centres undefined) | 10% | 17% | -8% |
| COc1cc(OC)cc(-c2nc3ccccc3c(=O)n2OC(=O)c2ccccc2C)c1 | 1% | ? | -26% |
| COc1ccc(C(=O)/C=C/Nc2ccc(S(=O)(=O)Nc3nc(C)cc(C)n3)cc2)cc1OC | 0% | ? | ? |
| COC(=O)c1ccc([C@H]2Nc3ccc(S(=O)(=O)Nc4ccc(C)cc4)cc3[C@H]3C=CC[C@H]32)cc1 | nt | 13µM* | 15µM* |
| COc1ccc(-c2cc(C(=O)NN3CCOCC3)c3ccccc3n2)cc1OC | 1% | ? | ? |
| COc1ccc(S(=O)(=O)N2CCCCCC2)cc1C(=O)OCc1cccc(OC)c1OC | 9% | 0% | -16% |
| COc1ccccc1N(CC(=O)Nc1ccc(F)c(F)c1)S(C)(=O)=O | 2% | -7% | -12% |
| COc1ccc(C(C(=O)NC2CCCCC2)N(C(=O)c2ccco2)c2ccccc2OC)cc1 (centres undefined) | 2%[0.0935 µM] | ? | 16µM* |
| COC(=O)C1=C(N)OC2=C(C(=O)CCC2)C1c1cccnc1 (centres undefined) | 4% | -19% | 0% |
| CC1=N/C(=C/c2cccnc2)C(=O)O1 | 3% | 5% | 4% |
| COc1ccc2nc3sc(C(=O)NCCCN4CCc5ccccc5C4)cc3cc2c1 | -3% | ? | 16µM* |
| Cc1ccc(C(C(=O)NC(C)(C)C)N(Cc2cccs2)C(=O)c2csnn2)cc1 (centres undefined) | nt | ? | ? |
| O=C(CN1CCN(c2ccccc2)CC1)Nc1nccs1 | 7% | -5% | -26% |
| Cn1c(SCC(=O)NCC2CCCO2)ncc(C(=O)Nc2ccc(Cl)cc2)c1=O (centres undefined) | -5% | 7.3µM* | 9.2µM* |
| COc1cccc(NC(=O)CN(C)C(=O)C2CC3C=CC2C3)c1 (centres undefined) | 0% | -27% | ? |
| CC1=Nc2ccc(C)cc2/C1=C/c1c(N)n2oc(C)cc2nc1=O | 0%&-2% | 7%&27% | -24%&-14% |
| COc1ccc(S(=O)(=O)NC(C)C(=O)NCc2ccc3c(c2)OCO3)cc1OC (centres undefined) | 1% | 3% | -2% |
| COC(=O)c1ccccc1NC(=O)C/C(C)=N/NC(=O)CC#N | 6% | 24% | -5% |
| COc1ccc(S(=O)(=O)NCC2CCC(C(=O)NCC(OC)OC)CC2)cc1 (centres undefined) | -3% | 1% | -1% |
| CCCCn1c(=O)[nH]c(=O)c2c1nc(-c1ccc(-c3ccccc3Br)o1)n2CC | -1% | ? | -18% |
| Cc1cc2c(N=NC(=O)C3CC3c3ccccc3)c(O)[nH]c2cc1Br (centres undefined) | 2% | -20% | ? |
| CCc1cc(=O)oc2cc(C)cc(OCC(=O)NCC(O)c3ccccc3)c12 (centres undefined) | 3% | -27% | -8% |
| Cn1c(N)c(C(=O)Nc2c(Cl)cccc2Cl)sc1=S | 4% | -4% | ? |
| Cc1c(N/C=C/C(=O)c2cccs2)c(=O)n(-c2ccccc2)n1C | 0% | -28% | -23% |
| Cc1c(C)c2ccc(OCC(=O)Nc3cccnc3)cc2oc1=O | 1% | ? | ? |
| Cc1cc(=O)nc2c3ccccc3n(CC(=O)NCCC3=CCCCC3)n12 | -5% | -15% | -4% |
| CSc1ccccc1-c1nnc(-c2ccc(Cl)c(Cl)c2)o1 | 0% | -10% | ? |
| O=C(Nc1ccccn1)c1ccc(=O)[nH]n1 | 1% | -10% | 2% |

(next part)
| Molecule | TDP1 block | DT40 TDP1 CPT | DT40 TDP1 no CPT |
| --- | --- | --- | --- |
| CC1CN(C(=O)c2cc(Br)c(Br)s2)CC(C)O1 (centres undefined) | 0% | -16% | -15% |
| O=C(Nc1ccc(N2CCOCC2)cc1)c1ccc2ncsc2c1 | 4% | ? | ? |
| CCOc1ccccc1CNC(=O)c1ccc2c(c1)nc1n2CCC(C)C1 (centres undefined) | 5% | -1% | -5% |
| COCCn1c(CCC(=O)Nc2cc(C)ccc2C)nc2cccnc21 | 3% | -9% | -22% |
| Cc1cc(C(=O)NN=C2CCCCCCC2)c2ccccc2n1 | -7% | 1% | 1% |
| CC1CCC(NC(=O)c2cc3c(s2)CS(=O)(=O)C3)CC1 (centres undefined) | 7% | -4% | -9% |
| CCn1c(C)c(C)c2cc(C(=O)NCc3cccc(C)c3)ccc21 | 11% | 23µM* | ? |
| COCCn1c(C)cc(C(=O)CSc2nc3ccccc3c(=O)n2Cc2ccco2)c1C | -1% | 6.5µM* | ? |
| Cc1cccc(N(CC(N)=O)S(C)(=O)=O)c1C | 5% | 4% | 3% |
| CCC1CN(C(=O)N2CCC(C(=O)NCc3ccccc3F)CC2)c2ccccc2O1 (centres undefined) | 1% | ? | 15µM* |
| COc1ccccc1-c1ncn(Cc2cccc(-c3ccccc3)c2)c1-c1cc(C)cc(C)c1 | nt | ? | 15µM* |
| COC(=O)Cc1cc(=O)n2c(nc3ccccc32)[nH]1 | nt | 6% | 9% |
| COc1ccccc1CNC(=O)COc1ccc(S(=O)(=O)N2CCCC2)cc1 | nt | ? | ? |
| COc1ccc(-c2onc(C)c2C)cc1S(=O)(=O)NCc1cccs1 | 3% | ? | 18µM* |
| COc1ccc(NC(=O)Cn2nc(C(=O)O)c3ccccc3c2=O)cc1S(=O)(=O)N1CCCCC1 | 0% | -13% | -21% |
| CCc1[nH]c(=O)c(C#N)c2c1COC(C)(C)C2 | 1% | ? | -1% |
| Cc1cccc(C)c1NC(=O)COC(=O)c1c2c(nc3ccccc13)/C(=C\c1ccc3c(c1)OCO3)CCC2 | -2% | ? | 18µM* |
| Nc1cc(Cl)c(NC2=NCCN2)c(Cl)c1 | -10%[56.1 µM] | 1% | -14% |
| CCN1C(=NCCc2cccnc2)N[C@@H](c2ccccc2)[C@H](C(=O)OC)[C@H]1C | nt | -27% | -24% |
| COCC(C)NC(=O)c1ccc(-n2nc(C(F)(F)F)cc2-c2cccs2)cc1 (centres undefined) | 5% | ? | ? |
| COCCNC(=O)c1cn(C)c(=O)c2cc(OC)c(OC)cc12 | -1% | -11% | -2% |
| CCOC(=O)CCc1c(C)nc2c(c(C)nn2C(C)(C)C)c1C | -1% | ? | ? |
| COc1cc2c(cc1OC)C(Cc1cc(OC)c(OC)cc1[N+](=O)[O-])=NCC2 | nt | 5.2µM* | 12µM* |
| Cc1ccccc1CN1C(=O)c2ccccc2Sc2ccc(C(=O)NCCc3ccccc3)cc21 | -5% | 16µM* | 21µM* |
| COC(=O)[C@@H]1C[C@@]2(O)[C@@H](O)[C@@H](O)[C@@H](O)C[C@H]2N1Cc1cc(OC)cc(OC)c1 | 1%&4% | -3% | -2% |
| O=C(O)c1ccc(-n2nc(C(F)(F)F)c3c2-c2ccoc2CC3)cc1 | -13% | -21% | ? |
| COc1ccc(CN(Cc2ccncc2)C(=O)CCC(=O)O)cc1 | 2% | -5% | -5% |
| Cc1cc(Br)c(OCc2ccc(C(=O)N/N=C/c3ccc[nH]3)cc2)c(Br)c1 | -2%[56.1 µM] | ? | ? |
| CCCn1c(NCc2ccco2)nc2c1c(=O)n(C)c(=O)n2C | nt | ? | 13µM* |
| c1ccc2scnc2c1 | 9% | 0% | -3% |
| Cc1nc(NCc2ccccc2)c2cc[nH]c2n1 | nt | ? | 12µM* |
| O=C(COc1ccc([N+](=O)[O-])cc1)NCCC1=CCCCC1 | 3% | -26% | ? |
| CCOc1ccc(/C=C2\SC(=O)N(c3ccc(O)cc3)C2=O)cc1OC | -12% | 1% | 7% |
| C/C=C/c1ccc(OCC(=O)Nc2ccc(C(N)=O)cc2)c(OC)c1 | 6% | -5% | -23% |
| CCc1cccc(CC)c1NC(=O)/C(C#N)=C/c1ccccc1C(F)(F)F | 3% | ? | 21µM* |
| COc1ccc(/C=N/Nc2nc(-c3ccc(C)cc3)c(NC(C)=O)s2)cc1OC | 7% | 12% | -5% |
| O=C(CCC(=O)N(CC(=O)NC1CCCCC1)CC1CCCO1)Nc1nccs1 (centres undefined) | -3% | -23% | -14% |

Source: PubChem BioAssay
